Compound activity: PubChem, Sanford-Burnham Center for Chemical Genomics
PfGluPho inh – PfG6PD enzyme inhibitors, primary screen, biochemical, fluorescence intensity, uHTS | glucose-6-phosphate dehydrogenase-6-phosphogluconolactonase (Plasmodium falciparum 3D7) | PfGluPho enzyme, NADPH resazurin-diaphorase fluorescence | inhibition, % at 20 µM | 350,000 tested, 0.78% active;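 active = inhibition reaching at least a set limit at 20 µM in the primary screen, cut at about 59% in these data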;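 note: 0% = DMSO wells with substrate and 100% = DMSO wells lacking glucose-6-phosphate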
NR3A LBD binder – binders of NR3A ligand-binding domain, primary screen, biophysical, differential scanning fluorimetry, uHTS. Glutamate receptor ionotropic, NMDA 3A (GRIN3A) ligand-binding domain. NR3A LBD differential scanning fluorimetry, Tm shift; 0% = protein alone, 100% = glycine-bound protein. Tm shift relative to glycine control, % at 25 µM. 340,000 tested, 2.5% active;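 active = melting temperature shift of at least 10% of the positive control shift, at one fixed dose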
hIAP act – human IAP activators, primary screen, biochemical, luminescence, uHTS | Intestinal-type alkaline phosphatase (Homo sapiens), P09923 | purified human IAP, CDP-Star luminescence, 30 min; active compounds read high; 1 = vehicle-only enzyme, 0 = enzyme-free background | activation factor at 10 µM | 330,000 tested, 0.16% active | AID 2524, 2010;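 active = activation factor of the enzyme at least 2-fold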; note: the source names both 10 and 20 µM as test concentration; values of inactives mirror those of a sister screen read the other way
SENP6 inh – SENP6 protease inhibitors, primary screen, biochemical, luminescence, uHTS | Sentrin-specific protease 6 (Homo sapiens), Q9GZR1 | Recombinant SENP6 catalytic domain, aminoluciferin luminescence | 330,000 tested, 1.8% active | inhibition, % at 10 µM;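 active = inhibition above about 50% at the single tested dose, limit read from the data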;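 note: plate controls were DMSO wells with enzyme for no effect and DMSO wells lacking enzyme for full effect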
Target sequence (Q9GZR1 628-1112 limits assumed): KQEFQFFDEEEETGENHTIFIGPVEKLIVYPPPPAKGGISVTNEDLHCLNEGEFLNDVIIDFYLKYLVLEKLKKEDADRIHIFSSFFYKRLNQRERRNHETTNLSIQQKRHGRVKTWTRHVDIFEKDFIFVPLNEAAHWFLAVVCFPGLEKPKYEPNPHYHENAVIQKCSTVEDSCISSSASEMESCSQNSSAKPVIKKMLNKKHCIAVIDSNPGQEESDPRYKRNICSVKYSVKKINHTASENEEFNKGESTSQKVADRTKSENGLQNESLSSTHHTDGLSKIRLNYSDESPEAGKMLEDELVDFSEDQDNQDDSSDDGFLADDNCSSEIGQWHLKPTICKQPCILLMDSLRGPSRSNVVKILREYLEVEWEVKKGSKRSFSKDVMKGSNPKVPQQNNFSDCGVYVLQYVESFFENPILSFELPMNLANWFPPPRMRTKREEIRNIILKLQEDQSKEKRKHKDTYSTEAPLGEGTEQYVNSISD
ATG4B inhibitor – ATG4B protease inhibitors, primary screen, biochemical, fluorescence, uHTS. Cysteine protease ATG4B (Homo sapiens), Q9Y4P1. ATG4B cleavage of LC3-PLA2, NBD-HPC fluorescence, 1 h. inhibition, % at 8.33 µM. 340,000 tested, 0.51% active. AID 504462, 2011; in the data active = inhibition above about 40%
SENP1 inh – human SENP1 catalytic domain inhibitors, primary screen, biochemical, FRET, uHTS | recombinant SENP1 catalytic domain, CyPet-SUMO1-YPet FRET cleavage | inhibition, % at 10 µM | 360,000 tested, 0.21% active | AID 624204, 2012;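 active = inhibition at least 30% at 10 µM, raw YFP signal under a set limit, fluorescence ratio 0.5 to 1.5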;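 note: 0% = enzyme with DMSO and 100% = no enzyme wells; some results filed as inactive read as strong as hits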
Target sequence (Q9P0U3 419-644 limits assumed): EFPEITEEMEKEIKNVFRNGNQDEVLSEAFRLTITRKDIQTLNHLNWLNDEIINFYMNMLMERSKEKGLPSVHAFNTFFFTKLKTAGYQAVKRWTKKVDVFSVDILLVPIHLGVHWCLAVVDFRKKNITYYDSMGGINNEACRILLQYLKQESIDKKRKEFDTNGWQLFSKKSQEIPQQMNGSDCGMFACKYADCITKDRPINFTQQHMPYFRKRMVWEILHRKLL
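Test system: human SENP1 catalytic domain; medium: Tris pH 8 buffer plus EDTA, NaCl, BME, BSA, NP40, catalase; incubation: 50 min reaction at room temperature; technique: FRET, CFP and YFP emission; controls: no-enzyme low control and enzyme-plus-DMSO high control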
MPTP block – mitochondrial permeability transition pore inhibitors, primary screen, biochemical, isolated mouse mitochondria, absorbance; inhibition, % at 10 µM; Ca2+ swelling absorbance, 30 min; 360,000 tested, 1.4% active; AID 602449, 2012;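 active = inhibition of 50% or more, scaled per plate between neutral and stimulator controls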;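 note: 0% = DMSO wells given calcium and 100% = 1 mM EGTA wells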
SENP8 inh – human SENP8 protease inhibitors, primary screen, biochemical, fluorescence, Nedd8 protein substrate, uHTS; Sentrin-specific protease 8 (Homo sapiens), Q96LD8; recombinant SENP8; inhibition, % at 20 µM; 360,000 tested, 0.64% active; in the data active = inhibition mostly above about 40%, no sharp cut-off; inactive = mostly below about 27%
Target sequence (Q96LD8 whole entry, looked up): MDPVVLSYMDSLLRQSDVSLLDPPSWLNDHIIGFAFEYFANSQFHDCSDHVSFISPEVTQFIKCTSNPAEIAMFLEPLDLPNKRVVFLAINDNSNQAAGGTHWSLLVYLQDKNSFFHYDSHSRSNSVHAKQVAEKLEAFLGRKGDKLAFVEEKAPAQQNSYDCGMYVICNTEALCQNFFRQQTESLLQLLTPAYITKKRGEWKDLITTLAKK
* hit, by the source's call; nt = not tested or not shown. Outcome played no part in choosing rows; 6.7% or so of the library scored in one or more.

compound,SENP1 inh,SENP8 inh,MPTP block,NR3A LBD binder,ATG4B inhibitor,hIAP act,SENP6 inh,PfGluPho inh
O=C(c1ccco1)N1CCN(C2CC(=O)N(c3ccc(C(F)(F)F)cc3)C2=O)CC1 (stereo not drawn),-2,2,0.4,0,-6,1.2,-13,0
CCOC(=O)C1CCN(C(=O)COC(=O)c2ccc(=O)n(Cc3ccccc3)n2)CC1,0,-1,0.1,-2,-3,1.1,1,-1
O=C(COc1ccccc1)N1CCN(S(=O)(=O)c2ccc(Br)cc2)CC1,-1,8,-2.2,0,-10,1,1,-15
Cc1sc(NC(=O)c2cc(-c3ccc(Cl)cc3)nc3ccccc23)c(C(N)=O)c1C,-2,6,1.4,-2,-1,1.2,-22,34
Cc1ccsc1C(=O)Nc1cc(C(C)(C)C)nn1-c1ccccc1,1,12,0.0,-2,14,0.92,6,6
CCCOC(=O)c1ccc(-c2c(C)noc2-c2ccc(OC)cc2O)o1,-1,-210,12,-15,-5,0.91,0,8
O=c1oc2cc(OCc3c(F)cccc3Cl)ccc2cc1-c1ccccn1,-58,-389,1.7,-4,-10,0.99,-27,-2
O=C(N=C1SC2CS(=O)(=O)CC2N1c1ccc(F)c(Cl)c1)C1CCCO1 (stereo not drawn),0,6,-0.7,-3,-10,0.84,20,-4
O=C(Nc1ccc(C(=O)N2CCCC2)cc1)c1ccc(F)cc1Cl,1,7,-1.5,2,-8,0.98,2,-1
COc1ccc(C(=O)c2cccc(C(=O)c3ccc(OC)c(C)c3)c2)cc1C,1,8,1.1,1,16,0.91,3,-28
COc1ccc(Cc2nnc(CCc3ccccc3)s2)cc1,2,12,-0.3,-5,7,1.1,-40,-24
COC(=O)c1nnn(-c2cccc(Cl)c2)c1C(=O)OC,1,-48,0.7,-1,4,1.1,-8,-8
O=C(NCc1ccc(/C=N\NC(=O)C(=O)Nc2ccccc2Br)o1)C(=O)Nc1ccccc1,1,15,3.7,-1,8,1,28,-14
CC(=O)NC(CC(=O)Nc1ccc(S(=O)(=O)N2CCCCC2)cc1)c1ccccc1 (stereo not drawn),0,8,3.6,1,-4,1.2,0,5
CCNc1ccc(Br)cc(C(=O)/C=C/c2ccc3c(c2)OCO3)c1=O,19,-17,0.8,-4,10,0.77,11,33
CCOc1ccc(CN2CCNC(=O)C2CC(=O)NC2CCCCCC2)cc1 (stereo not drawn),-14,-29,-0.6,-1,9,1.3,5,-1
COc1ccc(OC)c(NC(=O)Cn2cnc3c(cnn3-c3ccccc3)c2=O)c1,2,5,-1.4,2,-1,0.82,8,-4
CC(=O)Nc1ccc(S(=O)(=O)Oc2cccc(/C=C3\SC(N)=NC3=O)c2)cc1,0,8,0.2,36*,-2,1.1,0,9
Cc1ccc2c(NC(=S)NC(=O)c3ccccc3)cccc2n1,3,-20,-1.8,-1,-6,1.1,-5,13
Cc1cc(=O)[nH]c(N=N/C(=N/Nc2ccccc2C)c2ccccc2)n1,0,2,-5.6,0,1,1.2,-42,-11
CCC1(CC)NC(=O)N(CC(=O)OCC(=O)c2ccccc2OC)C1=O,0,-24,-0.3,-1,2,1,15,-11
CN(Cc1ccccc1N1CCCC1)C(=O)c1cc2cc(Cl)ccc2o1,0,-12,-0.3,0,1,0.81,2,6
COC(=O)C(=O)/C=C(\O)c1c(C)cc(C)cc1C,-3,15,1.4,-4,-7,0.93,-14,10
COc1ccc(-c2nnc(SC(C)C(=O)NNC(=O)c3ccc(C)cc3)o2)cc1 (stereo not drawn),2,11,-0.7,-2,3,1.2,8,-7
O=C(c1ccc(CS(=O)(=O)Cc2ccc(Cl)cc2)o1)N1CCCC1,0,5,0.4,2,-5,0.84,-17,-2
CCN1CCN(CCC(=O)Nc2cc(OC)ccc2OC)CC1,-1,0,-1.0,3,4,0.96,11,28
C=CCn1c(SCC(=O)Nc2ccc(-c3nc4ccc(C)cc4s3)cc2)nnc1-c1ccccc1,-25,-311,2.7,-13,8,nt,nt,-3
O=C(CNC(=O)c1ccc(-c2ccccc2)cc1)OCc1ccc(Cl)cc1,2,10,-0.6,6,-1,1.1,-13,-3
CCC(C)[C@H]1CNC(=S)N1CCC12CC3CC(CC(C3)C1)C2 (stereo partly drawn),-3,13,-1.7,-6,-13,1.1,-17,2
CCCC(C)NC(=O)C1CCN(S(=O)(=O)c2ccccc2)CC1 (stereo not drawn),1,16,0.3,-1,-1,0.81,-18,0

The results go on:
compound,SENP1 inh,SENP8 inh,MPTP block,NR3A LBD binder,ATG4B inhibitor,hIAP act,SENP6 inh,PfGluPho inh
Cc1cc(C)nc(SCC(=O)Nc2nc(-c3ccccc3)c(-c3ccccc3)o2)n1,2,-138,0.0,-6,13,1.2,-15,3
Cc1ccc(NC(=O)CSc2ncn[nH]2)cc1,3,18,1.2,1,-1,1.1,-5,-13
COc1ccc(CCNC(=O)/C=C/c2ccco2)cc1,-12,-9,1.6,0,-2,0.98,-24,24
C=CC(=O)Nc1ccc(Br)cc1,3,23,-0.6,-57,-3,0.79,-14,0
C=CCn1c(SCC(=O)Nc2ccc(F)cc2)nc2ccccc2c1=O,1,12,-1.1,-2,-4,0.86,1,-8
C[C@@]12C(=O)Nc3cc(Cl)ccc3C(=O)N1[C@H]1c3cc(Cl)ccc3OC[C@@H]1[C@@H]2c1ccccc1,-1,5,1.0,1,0,0.77,-15,-2
Cc1cc(C)n(C(=O)CNC(=O)Cc2ccccc2)n1,0,3,-0.8,7,1,1.1,-27,-15
O=C(CNC(=O)c1ccccc1F)OCCOc1cccc(Cl)c1,-1,8,0.5,3,-5,1.1,4,2
CN(Cc1ccccc1)C(=O)c1cccc(C(=O)N(C)Cc2ccccc2)c1,1,23,-0.2,2,-4,1,3,-10
COCCC(=O)N1CCC(Oc2ccc(C(=O)N3CCCCC3COC)cc2)CC1 (stereo not drawn),-1,4,-2.8,-1,-6,0.87,-16,4
CN(C(=O)CN1CCN(c2cnn(-c3ccccc3)c(=O)c2Cl)CC1)C1CCS(=O)(=O)C1 (stereo not drawn),0,4,-1.8,1,-2,1,-12,14
CC(C)[C@H](NC(=O)C1CCN(S(=O)(=O)c2ccccc2)CC1)C(=O)NCc1ccccn1,-2,26,-1.9,-2,-6,0.87,5,10
Cc1c(Cl)cccc1NC(=O)CSc1ncnc2c1cnn2CCc1ccccc1,0,7,-9.8,-11,-10,1.1,-8,-28
O=C(NNC(=O)c1cnccn1)c1ccc(Cl)c(Cl)c1,1,1,0.2,1,-7,1.8,-5,-2
O=C(O)/C(=C\c1ccco1)NC(=O)c1ccc(Br)o1,0,18,2.4,1,-2,0.94,-17,-2
COc1ccccc1OCC(=O)Nc1ccc(S(=O)(=O)Nc2nc(C)cc(C)n2)cc1,2,-3,-1.5,0,-11,0.91,-1,-22
CC(=O)Nc1ccc(NC(=O)C2CCCN2/C=C/C(=O)C(F)(F)F)cc1 (stereo not drawn),0,6,-0.8,1,-6,0.84,15,12
CCCNC(=O)c1cc(Cl)c(NC(=O)C2=C(C)OCCS2)cc1OC,1,21,1.2,-1,-3,0.98,5,5
CC1CC(O)(CC(O)(c2ccccc2)c2ccccc2)C(C)CN1C (stereo not drawn),3,13,-0.1,3,-3,1.1,2,-4
COc1cccc(C(=O)C2CCCN(C(=O)c3cccc(C#CC(C)(C)O)c3)C2)c1 (stereo not drawn),2,6,-0.8,-1,-32,1,-24,3
O=C(COc1ccc(Br)cc1CNC1CCCC1)Nc1ccccc1,1,15,3.1,2,-4,1.2,-23,9
Cc1ccc2c(c1)c1c(n2CC(O)CN2C(=O)CNC2=O)C(=O)CCC1 (stereo not drawn),-7,-373,0.2,-1,-1,1,0,16
CC(=O)Nc1cccc(C(=O)/C=C/c2cccs2)c1,1,10,0.0,-12,-5,nt,nt,2
O=C(NC(=S)NCCc1ccccc1)c1ccco1,2,32,0.5,3,5,1.1,-8,-6
CCOC(=O)CC1C(=O)NCCN1C(=O)Nc1ccccc1 (stereo not drawn),1,9,-1.4,-1,2,1,-24,12
CN1C(=O)C(CC(=O)NC2CCCCC2)N(C)C1=O (stereo not drawn),-1,13,0.2,1,-4,0.9,-8,0
O=C(Cn1nc(C(=O)O)c2ccccc2c1=O)NC12CC3CC(CC(C3)C1)C2,1,5,-1.6,-2,-10,1,-34,-6
Cc1ccc(S(=O)(=O)N2CCN(C(=O)NCc3ccc(C(=O)O)cc3)CC2)cc1,-1,5,-1.1,0,-11,0.94,-26,-10
O=C(/C=C\N1CCOCC1)c1ccc(Br)cc1,-4,9,-0.8,-2,-7,1.1,0,9
CCCCN(C)CCCNC(=O)c1ccc(N2CCCC2=O)cc1,1,5,-5.4,-1,7,0.95,-3,-9
CC1CN(C(=O)c2ccccc2OCc2ccc(Cl)cc2Cl)CC(C)O1 (stereo not drawn),2,2,-1.1,-2,2,0.81,5,-5

3 entries from above, with values under each structure:
Results follow in this order: SENP1 inh	SENP8 inh	MPTP block	NR3A LBD binder	ATG4B inhibitor	hIAP act	SENP6 inh	PfGluPho inh
Cc1cc(C)n(C(=O)CNC(=O)Cc2ccccc2)n1
 : 0	3	-0.8	7	1	1.1	-27	-15
O=C(CNC(=O)c1ccccc1F)OCCOc1cccc(Cl)c1
 : -1	8	0.5	3	-5	1.1	4	2
CN(Cc1ccccc1)C(=O)c1cccc(C(=O)N(C)Cc2ccccc2)c1
 : 1	23	-0.2	2	-4	1	3	-10
